G9a inh: inhibitors of human histone lysine methyltransferase G9a; Q96KQ7; G9a H3K9 monomethylation, AlphaScreen, 2 h; Potency, µM (top dose mostly 102 µM), for the others: at the highest dose activity, negative = inhibition, actives largely listed as inhibitors; hit rate 8.8% among 350,000; further: on the % scale 0 is the no-effect control and ±100 the full control effect; nearly all actives have a fitted effect of over 75% in size
Target sequence (Q96KQ7 913-1193 limits assumed): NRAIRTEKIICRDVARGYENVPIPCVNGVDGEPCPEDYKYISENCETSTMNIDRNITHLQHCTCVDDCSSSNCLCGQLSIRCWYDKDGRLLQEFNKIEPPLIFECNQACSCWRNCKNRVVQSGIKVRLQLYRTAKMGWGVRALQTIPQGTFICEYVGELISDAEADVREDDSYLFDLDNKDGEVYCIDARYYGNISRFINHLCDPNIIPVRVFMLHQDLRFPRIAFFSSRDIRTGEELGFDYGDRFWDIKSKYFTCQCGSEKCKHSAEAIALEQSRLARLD
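G9a (20 nM) preincubated 15 min RT with compounds, then 500 nM biotinylated H3K9 peptide and 20 uM SAM added; 2 h RT reaction. Monomethyl-H3K9 product detected by AlphaScreen with anti-H3K9me1 antibody, streptavidin donor and anti-rabbit IgG acceptor beads.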
Pol kappa inh: inhibitors of human DNA polymerase kappa; Q9UBT6; Potency, µM (series often up to 107 µM), for the others: at the top dose activity, negative = inhibition, most hits filed as inhibitors; hit rate 0.53% among 400,000; purified Pol kappa, fluorescent DNA synthesis assay, 10 min; AID 588579; further: on the % scale 0 is the no-effect control and ±100 the full control effect
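Activity was followed as the change in fluorescence between reads at 0 and 10 min after starting the reaction with 50 nM substrate. Beforehand, 10 nM polymerase had been preincubated with compound for 15 min at room temperature.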
APE1 inh: APE1 (human) endonuclease inhibition; P27695; recombinant APE1, TAMRA/BHQ-2 abasic DNA cleavage fluorescence; Potency, µM (series often up to 65.8 µM), without a hit: at the highest dose activity change, negative = inhibition, actives largely listed as inhibitors; hit rate 0.35% among 350,000; AID 2517;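 further: plate controls were vehicle for no effect and reference inhibitor for full effect; nearly all actives have a fitted effect of over 55% in size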
Target sequence (P27695 whole entry, looked up): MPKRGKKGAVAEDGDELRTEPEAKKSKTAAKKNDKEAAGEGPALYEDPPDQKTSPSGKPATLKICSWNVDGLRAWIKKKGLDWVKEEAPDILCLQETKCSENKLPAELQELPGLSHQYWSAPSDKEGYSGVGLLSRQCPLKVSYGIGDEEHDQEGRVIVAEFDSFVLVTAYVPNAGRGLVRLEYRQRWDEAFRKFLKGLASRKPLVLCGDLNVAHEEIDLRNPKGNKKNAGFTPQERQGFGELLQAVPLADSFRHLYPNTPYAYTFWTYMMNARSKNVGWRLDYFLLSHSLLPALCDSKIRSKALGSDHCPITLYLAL
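Quantitative HTS: incision of a TAMRA/BHQ-2 double-stranded substrate bearing a tetrahydrofuran abasic site by 0.75 nM APE1 raises fluorescence. Substrate 50 nM final, added after 15 min compound preincubation at room temperature; progress as third-minus-first kinetic read difference.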
BLM helicase inh: blocks DNA unwinding by human BLM helicase. recombinant BLM DNA unwinding, fluorescence dequenching. Potency, µM (top dose mostly 56.1 µM), inactives show at the top dose activity change, negative = inhibition, actives largely listed as inhibitors. hit rate 0.2% among 350,000. AID 2528;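 further: plate controls were vehicle for no effect and no enzyme for full effect; nearly all actives have a fitted effect of over 35% in size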
Pol eta inh: blocks human DNA polymerase eta activity | Q9Y253 | recombinant Pol eta, fluorescent DNA replication assay | Potency, µM (highest dose often 114 µM), for inactives: at the highest dose activity change, negative = inhibition, usual class: inhibitors | hit rate 1.2% among 390,000; further: on the % scale 0 is the no-effect control and ±100 the full control effect
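Pol eta at 10 nM preincubated with compounds 15 min at room temperature; reaction started with fluorescent substrate (50 nM final) and read kinetically at 0 and 10 min.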
Anesthetic bind: binds horse apoferritin like a general anesthetic | P02791 | apoferritin/1-aminoanthracene competitive binding, fluorescence | Potency, µM (series often up to 77.5 µM), without a hit: at the highest dose activity change, negative = displacement, hits mostly inhibitors | hit rate 0.074% among 350,000 | AID 485281; further: on the % scale 0 is the no-effect control and ±100 the full control effect; nearly all actives have a fitted effect of over 20% in size
Target sequence (P02791 2-175 limits assumed): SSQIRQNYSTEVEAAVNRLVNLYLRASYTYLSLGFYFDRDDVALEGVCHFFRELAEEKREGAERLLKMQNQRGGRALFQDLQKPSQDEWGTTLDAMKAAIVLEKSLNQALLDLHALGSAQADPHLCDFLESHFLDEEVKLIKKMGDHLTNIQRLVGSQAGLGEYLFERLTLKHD
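Apoferritin-based anesthetic binding model; compound displacement of fluorescent 1-AMA measured as endpoint fluorescence after 10 minutes at room temperature, scaled to free-ligand and complex controls.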
POLB inh: blocks human DNA polymerase beta activity | P06746 | Potency, µM (doses to about 114 µM), inactives show at the top dose activity change, negative = inhibition, most hits filed as inhibitors | Pol beta primer extension/strand displacement, fluorescence kinetic | hit rate 1.3% among 340,000; further: on the % scale 0 is the no-effect control and ±100 the full control effect
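Preincubation: enzyme (10 nM) with compound, 15 min, RT. Reaction: substrate added to 50 nM final. Reads: 0 and 10 min. Analysis: normalized, Hill fit.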
Pol iota inh: blocks human DNA polymerase iota activity. Pol iota fluorescent replication assay, 10 min. Potency, µM (series often up to 115 µM), for the others: top-dose activity, negative = inhibition, actives largely listed as inhibitors. hit rate 1% among 390,000. AID 588590
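Fluorescent replication assay read twice, at 0 min and 10 min after adding 50 nM (final) substrate. Enzyme (10 nM) and compounds were first incubated 15 min at room temperature; enzyme-free buffer wells were negative controls.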
BAZ2B inh: BAZ2B (human) inhibition; AlphaScreen BAZ2B-H3K14Ac peptide displacement; hit rate 4.4% among 360,000; AID 504333; Potency, µM (titrated, usually from 114 µM), without a hit: top-dose activity change, negative = inhibition, usual class: inhibitors; Q9UIF8; further: on the % scale 0 is the no-effect control and ±100 the full control effect; nearly all actives have a fitted effect of over 60% in size
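AlphaScreen luminescence quantifies BAZ2B engagement of H3K14Ac peptide; the protein and biotinylated peptide are both at 50 nM final, buffer PBS pH 7.4 with 0.01% Tween-20, all steps at room temperature.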
An asterisk follows results filed as active; u = inconclusive; x = not tested or not shown; & = joins results of further samples; [ ] = another dose, or the depositor's remark. The call rests on the fitted dose curve; in most records, active means well fitted curve in the direction sought with a large enough effect; inconclusive means small, poorly fitted or top-dose-only effect, or another doubt; inactive means no such curve, though single readings can be large; an effect the other way counts as inactive or inconclusive. Potency means the concentration at half of the fitted maximal effect. Not all compounds are listed (hit frequency here may not be typical).

Values run as follows: G9a inh | Pol kappa inh | APE1 inh | BLM helicase inh | Pol eta inh | Anesthetic bind | POLB inh | Pol iota inh | BAZ2B inh
1: CN(CC(=O)N1CCCC1)S(=O)(=O)c1cccc(Cl)c1
 : 1% | -14% | 38% | -8% | 2% | -5% | 9% | 7% | -26%
2: CCOC(=O)N1CCN(C(=O)Cc2ccc(-n3c(=O)[nH]c4ccccc4c3=O)cc2)CC1
 : 17%[59 µM] | -5% | 0% | 1% | -5% | -9% | 17% | 3% | 1%
3: Cn1c(-c2cccc(F)c2)nc2c1c(=O)[nH]c(=O)n2Cc1ccccc1
 : u | -2% | 3% | -7% | -2% | 1% | -1% | 59%[activator] | -2%
4: O=C(COC(=O)c1ccc[nH]c1=O)c1ccc(Cl)s1
 : -1%[59 µM] | -13% | 4% | -1% | -1% | -10% | 2% | -16% | u
5: COC(=O)c1ccccc1NC(=S)NC(=O)c1cccc2ccccc12
 : 6% | -7% | -5% | -12% | -23% | -23% | -12% | -6% | u
6: COc1ccc2nc(SCc3nc(N)nc(Nc4ccccc4)n3)[nH]c2c1
 : u | -9% | -1% | -7% | -12% | u | u | -10% | x
7: CS(=O)(=O)N1CCN(c2ccccc2NC(=O)c2ccc(-c3ccc(Br)cc3)o2)CC1
 : u | -2% | -5% | -12% | 3% | 7% | 14% | 6% | -8%
8: CCC(C)C(=O)Nc1c2c(nc3c1CCC3)CCCC2 (stereo unspecified)
 : -4%[12.7 µM] | 1% | -3% | -1% | 0% | -6% | 1% | 9% | 10%
9: Cc1ccc(C2N(C)c3ccccc3-c3nc4ccccc4n32)o1 (stereo unspecified)
 : 41%[59 µM] | -18% | -4% | -7% | -16% | x | 13% | 15% | 17%
10: CC(C)C(=O)Nc1cc(S(=O)(=O)Nc2cccc(Cl)c2)ccc1Cl
 : u | -11% | -5% | -7% | -17% | -11% | 20%[57.1 µM] | -4% | 0%
11: CN(C)S(=O)(=O)c1cccc(NC(=S)NC(=O)C2CCCCC2)c1
 : u | -9% | -1% | -2% | -19% | -11% | -19% | -5% | -3%
12: c1coc(-c2nn3c(Cn4nnc5ccccc54)nnc3s2)c1
 : u | -1% | -2% | -1% | -12% | -11% | 2% | 1% | 0%
13: COc1cc(OC)c(NS(=O)(=O)c2cc(Br)cnc2N)cc1Cl
 : -4% | 5% | 56%[activator] | -1% | -19% | -22% | u | 46%[activator] | -6%
14: Nc1nc(CSC(=S)N2CCN(c3ccccc3)CC2)nc(Nc2ccccc2)n1
 : 45µM* | 3% | 2% | -1% | -11% | -9% | 4% | -6% | u
15: CCC(C)(C)C(=O)Nc1ccc(OC)cc1[N+](=O)[O-]
 : -17%[0.501 µM] | -14% | -2% | -3% | -4% | u | 8% | -2%[58.9 µM] | u
16: Cc1ccc(S(=O)(=O)N2CCOCC2)cc1NC(=O)CN(C)C1CCS(=O)(=O)C1 (stereo unspecified)
 : -3%[12.7 µM] | -1% | 2% | 0% | -5% | -6% | 1% | -15% | -18%
17: Cc1ccc(C)c(OCc2cc(C(=O)N(C)Cc3nccs3)no2)c1
 : -11% | -2% | 15% | -6% | -24% | 0% | 8% | 53%[activator] | -10%
18: CC1CCN(c2ccccc2NC(=S)NC(=O)c2ccc(-c3cccc([N+](=O)[O-])c3)o2)CC1
 : -40% | -18% | 11% | -1% | 3% | -10% | 0% | -6% | -36%
19: COc1cc(/C=C(\C#N)c2nc(-c3cc4ccccc4oc3=O)cs2)ccc1O
 : u | -16% | 7% | -4% | u | 1% | u | u | -33%
20: CC(=O)Nc1cccc(S(N)(=O)=O)c1C
 : 2% | -4% | -2% | 0% | -12% | -10% | 16% | -6% | -2%
21: CCn1c(COc2cccc3cccnc23)nnc1SCC(=O)O
 : u | -4% | -2% | 4% | -4% | 1% | 13% | 14% | 2%
22: Cc1ccc(NC(=O)c2cccc(N3C(=O)CCC3=O)c2)nc1
 : 50%[59 µM] | 5% | -10% | 4% | -5% | 33%[activator] | 4% | -3% | 43%[activator]
23: CC(NC(=O)COC(=O)CNS(=O)(=O)/C=C/c1ccccc1)c1ccccc1 (stereo unspecified)
 : -7%[12.7 µM] | 3% | 15% | x | -11% | x | x | 0% | 7%
24: Cc1cc(C)nc(NS(=O)(=O)c2ccc(NC(=O)C3CC3)cc2)n1
 : 9% | -2% | 9% | -7% | -16% | 0% | 19% | 62%[activator] | -1%
25: CCC1(c2ccccc2)NC(=O)N(CC(=O)Nc2cccc(S(=O)(=O)N3CCCC3)c2)C1=O (stereo unspecified)
 : -3%[59 µM] | 2% | -12% | x | -17% | x | x | -18% | 5%
26: COc1ccc(-c2cc(C(=O)N3CCOCC3)no2)cc1OC
 : 4% | -9% | -1% | -1% | -8% | -5% | 25% | -22% | 0%
27: CCc1cccc(NC(=O)Cn2c(=O)c(C(F)(F)F)nc3ccccc32)c1
 : 0%[59 µM] | -2% | x | -6% | -18% | -5% | -6% | 1% | 4%
28: CCOC(=O)NC(=O)CSc1nnnn1-c1ccc(C)cc1
 : 10%[2.33 µM] | -8% | 0% | 0% | 0% | -10% | 31% | 14% | 6%
29: Cc1cccc(NC(=S)N2CCC(c3nc4ccccc4o3)CC2)c1
 : -2%[59 µM] | 4% | -2% | -6% | -16% | u | -25% | 14% | u
30: Cc1cccc(OCC(=O)N/N=C/CC(C)c2ccccc2)c1C (stereo unspecified)
 : 27% | -7% | 1% | -6% | -24% | u | 27% | 3% | -5%
31: COC(=O)c1cccc(Oc2nc3c(c(=O)n(C)c(=O)n3C)n2C(C)C)c1
 : 17% | -9% | 6% | -2% | -8% | 3% | 9% | -15% | 3%
32: O=C1CN(CC(=O)Nc2ccc(SC(F)F)cc2)CCN1
 : -11% | 4% | 2% | -3% | -17% | -2% | 2% | 30% | -4%
33: CCOC(=O)CSc1nc2c(c(=O)[nH]1)C(C)(CC)Cc1ccccc1-2 (stereo unspecified)
 : -12%[0.501 µM] | -12% | 9% | -10% | -15% | -9% | 0% | 135%[activator] | -39%
34: C[C@@H]1NC(=O)OC1c1ccco1 (stereo partly specified)
 : 4%[2.33 µM] | 10%&-27% | 27% | x | -9% | x | x | 13%&10% | -6%
35: COc1ccccc1/C=C1/C(=O)N(c2ccccc2)N=C1C
 : u | -6% | 0% | 3% | 13% | 10% | 1% | u | u
36: CCCCN(CC)CCNC(=O)c1cn(CCOC)c(=O)c2c1c1ccccc1n2C
 : 7% | 8%&9% | 4% | 6%&-7% | -22%&10% | -9%&-1% | 27%&7% | 45%&33%[activator] | -2%&-14%
37: Cc1cccc(OCCn2c(=S)[nH]c3ccccc32)c1
 : 1.6µM* | 0% | 13% | 5% | -1% | 3% | 0% | u | u
38: CC(C)CCNC(=O)c1ccc2c(c1)ncn2C1CCCC1
 : -9% | -9% | -6% | 0% | -1% | -7% | 22% | 7% | -1%
39: COc1cc(C(=O)Nc2ccc(-n3c(C)nc4ccccc4c3=O)cc2)cc(OC)c1OC
 : 2%[59 µM] | -10%[60.1 µM] | x | 2% | -1% | 6% | -12% | 0% | -15%
40: COc1ccc2nc(N3CCN(C(=O)C4COc5ccccc5O4)CC3)sc2c1 (stereo unspecified)
 : u | -18% | -11% | x | -9% | x | x | 7% | -6%
41: C=C(C)COc1ccc2c(CC)cc(=O)oc2c1
 : 145%[activator] | -5% | 0% | -6% | -6% | u | u | -4% | 71%[activator]
42: CCOC(=O)c1ccc2c(c1)N(C(CC)C(=O)Nc1ccccc1OC)C(=O)c1ccccc1S2 (stereo unspecified)
 : 9%[59 µM] | -10%[60.1 µM] | x | -7% | -19% | 3% | 2% | 16% | -17%
43: COC(=O)c1ccc(NC2=CC(=O)CC(C)(C)C2)cc1
 : -36%[12.7 µM] | 1% | 1% | -2% | -6% | -16% | u | 2% | -25%
44: COc1ccc(NC(=O)C(C)n2nc(C)c3c(C)n(-c4ccccc4)nc3c2=O)cc1Cl (stereo unspecified)
 : u | 9% | x | -5% | -13% | -2% | 27% | 9% | -14%
45: COC(=O)CN(c1ccc(OC)cc1)S(=O)(=O)c1c(C)noc1C
 : x | -4% | u | -1% | u | -8% | u | u | 5%
46: COc1cccc(NC(=O)CSc2nnc(-c3ccoc3C)n2-c2ccccc2)c1
 : -10% | -15% | 0% | -6% | -4% | -15% | 3% | -7% | -17%
47: O=C1CSC2(CCCCC2)N1CCO
 : -6% | 5% | 5% | -2% | -11% | -18% | 8% | 6% | -3%
48: Cc1ccc(C(=O)Nc2ccc3nc(SCC(=O)N4CCCc5ccccc54)sc3c2)cc1
 : -27%[59 µM] | 5% | x | -5% | 9% | 12% | 8% | 14% | -9%
49: CCOP(=O)(OCC)C(NC(=O)Nc1cccc(Cl)c1)C(N)=O (stereo unspecified)
 : -37% | -4% | 1% | -13% | -8% | 2% | 5% | -18% | -4%
50: Cc1nnc(SCCC(=O)Nc2ccc(Cl)cc2)o1
 : 6% | -14% | 20% | -2% | -2% | 2% | 55% | 116%[activator] | u
51: COc1ccc(C(CC(=O)N2CCN(c3ccccc3)CC2)c2c(OC)cc(OC)c3ccc(=O)oc23)cc1 (stereo unspecified)
 : -8%[59 µM] | -27%&-21% | 6%&4% | -3%&-6% | -11% | 6%&1% | -21% | u | -27%

From entry 1 up to 2, copied from above:
Values run as follows: G9a inh | Pol kappa inh | APE1 inh | BLM helicase inh | Pol eta inh | Anesthetic bind | POLB inh | Pol iota inh | BAZ2B inh
1: CN(CC(=O)N1CCCC1)S(=O)(=O)c1cccc(Cl)c1
 : 1% | -14% | 38% | -8% | 2% | -5% | 9% | 7% | -26%
2: CCOC(=O)N1CCN(C(=O)Cc2ccc(-n3c(=O)[nH]c4ccccc4c3=O)cc2)CC1
 : 17%[59 µM] | -5% | 0% | 1% | -5% | -9% | 17% | 3% | 1%

With a hit mark in G9a inh, among the entries above:
item	SMILES	G9a inh	Pol kappa inh	APE1 inh	BLM helicase inh	Pol eta inh	Anesthetic bind	Pol iota inh	BAZ2B inh
14	Nc1nc(CSC(=S)N2CCN(c3ccccc3)CC2)nc(Nc2ccccc2)n1	45µM*	3%	2%	-1%	-11%	-9%	-6%	u
37	Cc1cccc(OCCn2c(=S)[nH]c3ccccc32)c1	1.6µM*	0%	13%	5%	-1%	3%	u	u

Source: PubChem
